# Bioassay records: PubChem BioAssay, several laboratories
# PDI inh = blocks human protein disulfide isomerase activity; inhibition, % at 10 µM; P07237; AID 588391; 350,000 tested, 0.052% active; PDI insulin aggregation turbidity, A650, 90 min;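 active = mean inhibition across replicates of 30% or more, whatever share of single replicates reach that level; inconclusive = mean inhibition below 30% while every single replicate reaches 30%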;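 note: absorbance from insulin aggregation driven by PDI reduction with DTT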
# Target sequence (P07237 whole entry, looked up): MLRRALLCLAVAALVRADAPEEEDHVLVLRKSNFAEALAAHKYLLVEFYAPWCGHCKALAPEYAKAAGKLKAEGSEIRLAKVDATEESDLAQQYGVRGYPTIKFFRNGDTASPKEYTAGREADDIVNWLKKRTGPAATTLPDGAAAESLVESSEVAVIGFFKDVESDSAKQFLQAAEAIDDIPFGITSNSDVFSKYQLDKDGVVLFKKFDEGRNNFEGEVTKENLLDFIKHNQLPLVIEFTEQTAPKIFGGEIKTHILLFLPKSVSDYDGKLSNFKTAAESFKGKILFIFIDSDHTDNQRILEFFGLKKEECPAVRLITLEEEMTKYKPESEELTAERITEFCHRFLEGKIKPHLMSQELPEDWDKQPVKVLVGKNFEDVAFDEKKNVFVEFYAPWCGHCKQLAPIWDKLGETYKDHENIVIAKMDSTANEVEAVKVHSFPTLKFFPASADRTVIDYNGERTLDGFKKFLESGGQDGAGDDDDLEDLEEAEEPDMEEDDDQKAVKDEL
# KKLEB cytotox = CF airway cell cytotoxicity counter-screen. KKLEB CF airway cells viability, ATPlite luminescence, overnight; stronger effect = lower value; cells stimulated with P. aeruginosa culture filtrate. activity change (cytotoxicity), % at 5 µM. 360,000 tested, 0.36% active;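 active = corrected activity change at or below -50% at 5 µM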
# Peg3 promoter = Peg3 promoter activity inhibition | HeLa PEG-Prom luciferase reporter, luminescence, overnight | inhibition, % at 20 µM | 360,000 tested, 1.7% active;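 active = inhibition of at least 50% at 20 µM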
# Vif imaging = blocks HIV Vif function; inhibition, % at 7.49 µM; HEK293T cells, Vif self-association by quenched fluorescence, imaging, 24 h; AID 602346; 340,000 tested, 0.35% active; in the data active = inhibition above about 50%, passing the limit was not always enough; inconclusive = no clear call, values can overlap the other calls; inactive = below about 31%; note: some results filed as inactive read as strong as hits
# NR2E3 ag-1 = activates human NR2E3 receptor. Q9Y5X4. CHO-S Gal4-NCOR/VP16-NR2E3 two-hybrid, luciferase. inhibition of corepressor binding, % at 3.98 µM. 360,000 tested, 0.35% active. AID 602229;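 active = inhibition above the mean of all tested compounds plus 3 SD, cut at about 70% in these data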;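 note: 0% = DMSO with NR2E3 transfected cells and 100% = cells lacking NR2E3 construct; higher means lower luciferase signal from less NR2E3 corepressor binding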
# Target sequence (Q9Y5X4 whole entry, looked up, the tested form may be a part): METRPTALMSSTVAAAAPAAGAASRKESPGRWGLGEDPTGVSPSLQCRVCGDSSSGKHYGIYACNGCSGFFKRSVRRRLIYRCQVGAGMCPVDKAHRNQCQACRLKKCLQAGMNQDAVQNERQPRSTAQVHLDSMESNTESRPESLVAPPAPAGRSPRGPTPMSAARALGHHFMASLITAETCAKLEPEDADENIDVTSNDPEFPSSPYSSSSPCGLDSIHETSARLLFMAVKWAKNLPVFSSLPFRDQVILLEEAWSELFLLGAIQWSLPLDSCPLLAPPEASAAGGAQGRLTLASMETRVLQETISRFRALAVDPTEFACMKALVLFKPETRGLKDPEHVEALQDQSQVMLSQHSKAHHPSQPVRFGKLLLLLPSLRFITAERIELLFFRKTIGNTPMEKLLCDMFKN
# HIF-2a inh = blocks HIF-2a reporter activity | 786-0 RCC cells HIF-2a reporter, luciferase luminescence, overnight | inhibition, % at 18.8 µM | 360,000 tested, 0.72% active | AID 624352;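 active = inhibition of the luminescence signal of 40% or more relative to plate controls, in a single-dose primary screen at 18.75 µM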
# TRPM1 prom inh = reduces MITF-dependent TRPM1 promoter luciferase signal; SK-MEL-5 TRPM1 promoter luciferase, 24 h; inhibition, % at 12.5 µM; 330,000 tested, 0.83% active; AID 488899;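 active = mean inhibition across replicates of 60% or more, whatever share of single replicates reaches that level; inconclusive = some that reach 60%, reason not given; inactive = mean inhibition across replicates below 60%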; note: values of inactives mirror those of a sister screen read the other way
# Shn3 inh set2 = Schnurri-3 reporter inhibition in Clone20 osteoblasts. Clone20 osteoblast Shn3 3'UTR firefly luciferase, 24 h. inhibition, % at 12.5 µM. 360,000 tested, 0.52% active;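 active = mean inhibition of at least 75% with every replicate also reaching 75%; inconclusive = mean inhibition at least 75% but some replicate below; inactive = mean inhibition below 75%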;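 note: 0% = median of neutral control wells and 100% = pilot-screen positive control compound; some compounds past the cut are filed as inactive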
# NR2E3 ag-2 = agonists of human nuclear receptor NR2E3; GST-NR2E3/biotin-RetCOR TR-FRET, 1536-well; inhibition of corepressor binding, % at 4.78 µM; 320,000 tested, 0.12% active; AID 2300;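 active = percent inhibition above the cutoff of mean plus 3 SD of all tested compounds, set per screening campaign, cut at about 20% in these data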;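 note: 0% = DMSO wells and 100% = biotin wells as full block of FRET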
#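 Test system – NR2E3–RetCOR corepressor complex · Quantity – NR2E3 fusion 1.35 nM · Buffer or medium – Tris pH 7.5 · Incubation – Compound–protein incubation for 5 h at 4 °C · Technique – TR-FRET, Eu(K)-anti-GST donor, streptavidin-D2 acceptor, ex 340, em 617/671 nm · Evaluation – percent inhibition of 671/617 nm emission ratio versus biotin and DMSO controls · Plate – 1536-well format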
# CaV13 ICDI inh = Primary screen for inhibitors of IQ motif and Ca2+-dependent inactivation inhibitor domain binding in CACNA1D, Förster resonance energy transfer in living cells, …; HEK cells, CFP/YFP FRET ICDI-IQ, plate reader, 10 min; percent FRET-ratio fall versus neutral wells; 340,000 tested, 0.098% active; inhibition, % at 12.3 µM;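 active = mean replicate inhibition of at least 30% and at least 1% of replicates passing that level; inconclusive = only one of the two criteria is met; inactive = neither criterion is met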;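 note: 0% = median of the neutral control wells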
# CF NFkB block = blocks PAF-induced NF-kB reporter in cystic fibrosis cells; KKLEB NF-kB-GFP reporter, GFP fluorescence overnight; 360,000 tested, 0.86% active; AID 588850; inhibition, % at 5 µM;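 active = at least 50% inhibition at 5 µM, scaled per plate between neutral and stimulator controls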;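 note: PAF is a Pseudomonas aeruginosa culture filtrate used as stimulus; plate controls were PAF-stimulated DMSO wells for no effect and unstimulated DMSO wells for full effect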
# * = called active by the depositor; ? = inconclusive; . = no result given.
# Each structure is followed by: PDI inh, KKLEB cytotox, Peg3 promoter, Vif imaging, NR2E3 ag-1, HIF-2a inh, TRPM1 prom inh, Shn3 inh set2, NR2E3 ag-2, CaV13 ICDI inh, CF NFkB block
COc1cc(N)c(Cl)cc1C(=O)NC1CCN(Cc2ccccc2)CC1
  8.3, -1.0, -2.7, -4.6, -25.7, 3.4, 5.7, -20.1, ., -5.5, -1.1
O=C(CCC(=O)c1cccs1)OCC(=O)c1ccc(Cl)s1
  -5.0, 3.9, -7.9, 12.9, 7.1, 15.0, -1.4, -16.8, 3.7, ., -3.1
N/C(=N\c1nc2ccccc2o1)NC(=O)c1cccc(Cl)c1
  -1.9, 17.4, -23.6, -2.4, 11.9, -21.1, ., -5.7, 4.2, -4.6, -42.6
CN(CC(=O)Nc1ccc(F)cc1[N+](=O)[O-])Cc1ccccc1
  1.4, -2.6, -10.1, -0.6, -15.9, -29.9, -2.6, -1.8, 6.3, -4.7, 6.2
O=C(NC1CCCc2ccccc21)C1CCN(S(=O)(=O)c2cnc[nH]2)CC1 (configuration not stated)
  7.2, -3.3, 7.7, 6.5, 4.2, -4.2, 13.1, 9.5, -2.3, ., 2.5
CCCCCCN1C[C@H](n2cc(COC(=O)c3ccccc3)nn2)[C@@H](O)C[C@@H]1c1ccc(Cl)cc1
  2.6, 1.3, 30.9, 0.5, -20.6, 4.1, ., 53.5, ., -6.2, 22.6
Cc1ccc(NS(=O)(=O)c2ccc(-c3ccc(=O)[nH]n3)o2)cc1N(C)C
  -6.5, 6.3, -7.6, -5.2, -5.1, -8.6, -3.2, -17.4, -0.6, -3.7, -26.4
COC(=O)Cn1c(C)c(C#N)c2ccccc21
  5.1, 1.4, -16.4, -4.2, -25.4, 20.7, 13.9, -7.6, 3.6, -4.6, 1.4
COC(=O)c1cc(C(=O)c2c(C)cc3ccccn23)cc([N+](=O)[O-])c1
  12.6, -12.6, 23.3, 3.7, -51.3, 26.3, 25.3, 4.8, 10.5, -3.0, 17.9
NC(c1cccc(F)c1)c1nc(-c2ccc(Cl)cc2)cs1 (configuration not stated)
  -36.6, 7.1, -53.5, 0.2, -24.9, -81.5, ., -4.9, ., -10.2, -11.0
COc1cc2c(cc1OC)C1(Nc3c-2c(C)nn3-c2ccccc2)C(=O)Nc2ccccc21 (configuration not stated)
  3.1, -11.6, 10.1, -0.7, -9.2, 19.6, 7.9, 5.7, 5.2, ., -2.5
O=C(O)CCSCC(=O)Nc1c(C(=O)C2CC2)oc2ccccc12
  -0.1, -14.9, 13.7, -2.5, -5.0, 8.5, -8.9, -26.0, 2.5, -0.6, 2.4
Cc1ccc(-n2nc(C(N)=O)nc2-c2ccccc2)cc1
  -0.4, 11.9, 13.8, -7.8, 2.6, 26.4, 9.9, 1.7, -1.2, -19.7, -0.9
COc1ccc([C@H]2CC(=O)C=C(c3ccc(Cl)c(C(F)(F)F)c3)C2)cc1
  0.6, -4.1, -57.9, -4.4, -5.8, -89.5, -10.7, -42.0, 2.2, -9.2, 14.1
COc1cccc(N2CCN(c3ccc4nnc(CCC(=O)N5CCC(C)CC5)n4n3)CC2)c1
  6.4, -0.4, 21.0, 7.0, 8.4, 12.1, -3.9, 5.7, -0.5, -14.0, 2.2
COc1ccc(NS(=O)(=O)c2ccc(F)c(F)c2F)cc1S(=O)(=O)N1CCOCC1
  -1.7, -10.6, -2.4, 3.1, -28.7, 5.4, -7.0, 5.0, 0.8, -14.4, 12.4
COc1cc(NC(=O)[C@H]2CSCN2C(=O)[C@@H]2CCC(=O)N2)cc(OC)c1OC
  -0.1, 7.8, 6.9, -21.5, -19.8, 10.1, -0.9, -3.6, 0.5, -7.5, -6.5
NC(=O)C1CCN(C(=O)CCSCc2ccccc2)CC1
  -1.8, 5.0, -17.3, 1.0, -33.2, -8.9, -4.9, 6.1, 1.5, -4.3, 1.0
CCCCC(=O)Nc1ccc(C(=O)Nc2ccc3c(c2)OCO3)cc1
  -4.3, 10.2, -28.9, 0.1, -24.1, -20.2, -8.2, 14.9, -2.1, -8.5, 4.8
CCOC(=O)CN(C(=O)CNC(=O)c1ccco1)C(C(=O)NC1CCCCC1)c1cccc(OC)c1 (configuration not stated)
  -8.8, -1.7, 12.2, ., -7.9, 12.3, -6.9, -13.4, 2.5, ., -14.4
COCCN(C(=O)COC(=O)CCOc1ccccc1)c1c(N)n(Cc2ccccc2)c(=O)[nH]c1=O
  -1.4, 4.7, 7.2, -18.5, -5.4, 10.7, 0.0, -15.6, 0.5, -5.1, 1.7
Cc1nc2c(C)cccc2c2c1CCN2c1ccccc1F
  4.1, -8.9, 18.6, 4.2, -0.7, 20.2, 0.0, 11.0, 5.2, -4.3, -17.3
C/C(CC(=O)Nc1cc(C)ccn1)=N\NC(=O)c1ccc(C(C)(C)C)cc1
  -1.5, 6.7, 10.2, -2.4, -13.4, -10.3, 2.9, 2.4, -2.2, -2.5, -3.4
O=C(CCS(=O)(=O)c1ccc(Br)s1)NCc1cccs1
  0.8, 11.9, 2.0, 2.1, -15.3, 17.5, -4.5, 9.3, -1.4, -8.4, -6.8
CN(C)CCCN1C(=O)C(O)=C(C(=O)c2cc3ccccc3o2)C1c1ccccc1 (configuration not stated)
  -0.4, 15.4, -10.2, 16.9, -18.4, 2.1, -12.5, -9.6, 30.3*, -5.0, -6.9
O=C(CCn1cccc1)NCc1ccc(Cl)cc1
  0.7, 7.4, 4.3, ?, -20.9, -0.7, -6.5, -10.9, -2.4, ., -5.6
COc1ccc(CCn2c(N)c(C(=O)NCc3ccco3)c3nc4ccccc4nc32)cc1
  -16.8, -4.1, 23.5, 23.4, -39.6, -88.6, 8.6, 2.0, 1.9, 25.2, 4.4
CC(CCc1ccccc1)NC(=O)CN(C)Cc1ccc(F)cc1 (configuration not stated)
  1.6, 1.0, 4.7, -2.9, 3.0, 3.6, -22.6, 10.3, -0.4, -17.6, -23.3
CCOC(=O)C1CCCN(C2=NC(=O)/C(=C/c3ccc(OC)cc3)S2)C1 (configuration not stated)
  2.4, -3.3, 8.1, 7.7, 1.3, 10.0, 8.7, -1.4, -2.6, -18.1, 16.7
CCO[C@H]1OC(C(N)=O)=C[C@@H](c2ccccc2)[C@@H]1CCCO
  1.5, 13.2, -5.2, -9.7, 2.4, 15.1, -16.4, 1.1, 3.2, -11.8, 0.3
Cc1ccccc1OCCN1CCCC1
  -30.4, -7.2, 13.7, -2.8, -16.9, 10.5, -8.5, -7.3, 5.1, -20.8, -2.4
COc1c(C)cc(Br)cc1C(=O)Nc1ccc(C)cc1[N+](=O)[O-]
  0.6, -3.0, 18.7, 3.5, -15.5, 20.3, -8.2, -1.9, -0.8, -18.2, -2.4
O=C(O)Cn1c2c(c3ccccc31)CSc1ccc(Cl)cc1-2
  -2.9, 0.6, 9.1, 1.7, -29.0, 15.5, 18.3, -15.6, 8.4, -20.2, 6.1
Cn1cc(C(=O)NC2CCCCC2)c(=O)c2cc(S(=O)(=O)N3CCCC3)ccc21
  -15.8, 17.5, 10.2, 2.8, -20.4, 26.8, 12.4, 2.4, -1.6, -9.1, -5.5
N#CC1=C(SCC(=O)c2ccc(Cl)cc2)NC2=C(C(=O)CCC2)C1c1ccco1 (configuration not stated)
  -0.7, -1.3, 28.4, -3.2, -82.5, -34.0, 6.9, 22.6, -2.4, ., 2.3
COc1ccccc1CNC(=O)CCN=C1NS(=O)(=O)c2ccccc21
  -6.6, -8.3, -5.9, ?, 2.6, 16.8, 0.7, 1.0, 0.5, -5.6, 10.4
CCCCN(CCCC)C(=O)CCS(=O)(=O)c1ccc2c(c1)n(C)c(=O)c(=O)n2C
  -1.3, 6.5, 18.8, 3.1, -6.1, 3.7, 4.3, 17.4, 0.3, ., -1.4
O=C(CCS(=O)(=O)Cc1ccc(Cl)cc1)NCCc1ccccc1
  6.2, -5.7, 9.0, -0.2, -10.0, 16.7, 5.7, -6.8, 1.1, -5.0, -4.3
Cc1nc(-c2cn[nH]c2)c2cc(C)oc2n1
  -2.4, 5.9, -2.3, -5.3, -8.8, 6.4, 13.6, 14.8, -4.2, ., -3.3
Cc1ccc2nc(SCC(=O)N3CCCC3)nc(=O)n2c1
  -3.5, 9.0, 6.2, -3.8, -18.2, 1.2, -13.7, 4.9, 0.6, -4.6, 8.9
Cc1cccc(NS(=O)(=O)c2ccc(C(=O)NCCCN3CCOCC3)cc2)c1C
  21.9, 12.8, 12.8, -3.3, 22.8, 10.8, 7.7, 8.5, ., -3.7, -8.6
O=C(C1CC1)N1CCN=C1SCc1cccc(C(F)(F)F)c1
  9.3, -3.9, 5.2, 12.4, 4.7, 25.1, -4.6, 10.6, 1.9, ., 10.6
COc1ccc(CCNC(=O)CSc2ccc(-c3cccs3)nn2)cc1
  7.1, 4.4, 3.0, -0.1, -18.2, 8.4, -0.1, 1.7, -2.1, -7.0, -14.9
CC(=O)Oc1ccc(S(=O)(=O)c2ccc(OC(C)=O)cc2)cc1
  2.9, -0.6, 0.7, -2.2, 15.2, 15.3, 6.0, 8.3, -0.3, 2.6, -14.1
COc1ccccc1NC(=O)C1=C(C)NC(=O)NC1c1ccc(C)cc1 (configuration not stated)
  11.0, -3.3, 10.1, ., 2.4, 14.1, ., -18.5, 5.4, -6.6, -15.5
CCCNC(=O)c1c(N)n(-c2ccc(S(N)(=O)=O)cc2)c2nc3ccccc3nc12
  9.0, -7.8, 19.1, -3.2, -2.7, 0.2, 0.9, -19.9, -5.5, ., 4.7
Cn1nc(C(=O)NNC(=O)COc2ccccc2)c2ccccc2c1=O
  19.0, 13.6, 10.7, -4.1, 0.8, 18.1, 4.9, 13.2, -1.8, -17.9, -9.7
CC(C)C(C)NC(=O)CN1C(=O)NC2(CCCCCC2)C1=O (configuration not stated)
  -2.5, 8.6, 12.9, -1.7, -11.9, 5.6, 12.3, -4.7, 5.8, 1.5, 4.7
CCOC(=O)c1c(-c2ccc(OC)cc2)oc2cc(Br)c(O)cc12
  -2.0, -12.0, -7.7, -12.0, -17.8, -17.7, -5.4, -15.6, -3.3, -4.7, 2.1
CCCNC(=O)C1(C)CCCN(Cc2ccc3ccccc3c2)C1 (configuration not stated)
  -11.2, 0.8, -4.7, 16.2, 8.6, 3.2, ., 12.1, ., -6.6, -12.8
Cc1cc2nc(-c3ccc(SCc4ccccc4C#N)nc3)[nH]c2cc1C
  -3.5, -10.7, -93.0, -13.7, -46.1, -160.9, -24.1, -34.3, 4.1, -8.1, 3.5
